High-throughput results: PubChem BioAssay, National Center for Advancing Translational Sciences (NCATS)
GAA glycogen mod – inhibitors or activators of human alpha-glucosidase glycogen cleavage | P10253 | recombinant GAA, glycogen substrate, Amplex Red glucose oxidase fluorescence | Potency, µM (highest dose often 76.4 µM), for inactives: at the highest dose activity change, negative = inhibition, most hits filed as inhibitors | actives 0.38% (n = 300,000); active = well fitted inhibition curve with a large enough effect; inconclusive = small, poorly fitted or top-dose-only effect, or another doubt; inactive = no such curve, though single readings can be large or run the other way;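 note: 0% = full enzyme reaction and -100% = no-enzyme basal signal; the screen sought inhibitors and activators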
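Recombinant human enzyme (4 nM); glycogen substrate; 37 C, 40 min, pH 5.0. Readout: coupled glucose oxidase/Amplex Red fluorescence.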
* hit, by the source's call; ? = inconclusive; [ ] = remark or other dose. Potency is the fitted concentration of half-maximal effect.

GAA glycogen mod | canonical_smiles
18.7%[76.3 µM] | CCN1CCN(Cc2ccc(C(=O)Nc3ccc(C)c(NCc4cnc(NC(=O)OC)cn4)c3)cc2C(F)(F)F)CC1
0.5%[76.3 µM] | CCC(Sc1nc(N)c(NC(=O)c2ccc(Br)o2)c(=O)[nH]1)C(=O)O (stereo not drawn)
-2.5%[76.3 µM] | CCOC(=O)N1CCN(CCc2ccccc2)CC1
-6.5%[76.3 µM] | COC(C(=O)Nc1ccnn1C1CCN(Cc2ccc(Cl)s2)CC1)c1ccccc1 (stereo not drawn)
6.4% | CN(CC(=O)NCc1ccc(F)cc1)S(=O)(=O)c1ccc(Br)s1
-10.7% | CN(Cc1ccccc1F)C(=O)CCCNC(=O)c1ccc(Cl)cc1
-6.9% | O=C(c1ncc[nH]1)c1ccccc1Cl
3.1%[76.3 µM] | CCOc1ccc(CC(=O)Nc2c(C(=O)c3ccc(C)cc3)oc3ccccc23)cc1OCC
-3.9% | COc1ccc(/C=N/NC(=O)NC23CC4CC(CC(C4)C2)C3)c(OC)c1
1.1%[76.3 µM] | CSCC[C@H](NC(=O)c1cccs1)C(=O)N1CCC2(CC1)NCCc1[nH]cnc12
-4.3%[76.3 µM] | Cc1cccc(N2CCN(C(=O)c3ccc4c(Cl)c5c(nc4c3)CCCC5)CC2)c1C
-6.2%[76.3 µM] | Cc1ccc(Sc2c([N+](=O)[O-])c(=O)n(C)c3ccccc23)cc1
1.3% | O=C(O)Cn1c2c(c3ccccc31)CSc1ccc(Cl)cc1-2
3.9%[76.3 µM] | CC(Sc1nnc(-c2ccco2)n1C)C(=O)N1C(C)CCCC1C (stereo not drawn)
6.3% | Cc1ccc(C(=O)N/C(=C/c2ccc(Cl)cc2)C(=O)N2CCOCC2)cc1
-1.8% | C/C(=N\NC(N)=S)C1=CCC2C3CC[C@H]4CC(O)CC[C@]4(C)C3CC[C@]12C (stereo partly drawn)
-17.9%[76.3 µM] | COc1cccc(NC(=O)c2sc3nc(C)c(C(=O)Nc4ccc(Cl)cc4)c(-c4ccc(Br)cc4)c3c2N)c1
11.4%[76.3 µM] | COc1ccccc1CCNC(=O)C(=O)NCC1OCCN1S(=O)(=O)c1ccc(Cl)cc1 (stereo not drawn)
-12.3%[76.3 µM] | Cc1cccc(N2CCN(C(=O)Cn3nc(Cc4cccnc4)c4ccccc4c3=O)CC2)c1C
8.7%[76.3 µM] | COc1ccc(CCNC(=O)CCn2c(=O)c3ccccc3n(CC(=O)Nc3cccc(C)c3)c2=O)cc1OC
-1.1% | CCOc1ccc(C(C)=O)cc1CN1C(=O)NC2(CCCCCC2)C1=O
-5.1% | COc1ccc(CC(=O)N/N=C/c2cccs2)cc1OC
8.4%[76.3 µM] | CCCOc1ccccc1Cn1c(=O)sc2ccccc21
6.4% | COc1ccc(Cl)cc1NC(=O)CN(C)CC(=O)Nc1cc(OC)c(OC)c(OC)c1
1.9%[76.3 µM] | Cc1cc(OCC(=O)N2CCN(c3ccccn3)CC2)c(C)cc1Br
-2.5% | CCOc1ccc(N2CC(C(=O)Nc3nnc(CC)s3)CC2=O)cc1 (stereo not drawn)
-12.4%[76.3 µM] | O=C(NCCC1=CCCCC1)c1cc(COc2ccc(F)cc2Cl)on1
2.3% | O=C(N/C(=C/c1cccc([N+](=O)[O-])c1)C(=O)N1CCCC1)c1ccccc1
-8.7%[76.3 µM] | NS(=O)(=O)c1ccc(CCNC(=O)Cc2ccc(Cl)cc2)cc1
10.9%[76.3 µM] | CCN(Cc1ccccc1)C(=O)Cn1c(=O)n(Cc2ccccc2)c(=O)c2c1c1cc(OC)ccc1n2C
17.4%[76.3 µM] | Cc1cccc(CCNC(=O)CCc2c(C)nc3c4c(C)cc(C)nc4nn3c2C)c1
-0.7% | O=C(O)CCN1C(=O)c2ccccc2Sc2ncccc21
16.6%[76.3 µM] | Cc1ccc(N(CC(=O)NCc2ccc(Cl)cc2)S(C)(=O)=O)cc1
-9.1%[76.3 µM] | CCCCCOC(=O)C1=C(C)NC(=O)NC1c1ccccc1 (stereo not drawn)
6.6% | N#CC1=C(N)Oc2cc(O)c(Cl)cc2C1c1ccccc1F (stereo not drawn)
-0.8%[76.3 µM] | COc1ccc(OC)c(S(=O)(=O)N2CCC(C(=O)NCc3ccc4c(c3)OCO4)CC2)c1
-3.6%[76.3 µM] | COCC(=O)N1CCC(Oc2cccc(C(=O)NCc3ccccn3)c2)CC1
0.4% | C[N+](C)(C)CC(=O)N1CCN(c2ccc3ccccc3n2)CC1
-7.1%[76.3 µM] | O=C(NCCc1c[nH]c2ccccc12)C1CCC(=O)N(CCc2cccc(F)c2)C1 (stereo not drawn)
-0.3%[76.3 µM] | Cc1ccc(S(=O)(=O)N(C)c2ccc(OC(=O)c3ccc(N4CCCC4=O)cc3)cc2)cc1
4.1%[76.3 µM] | COc1ccc(-n2nc(C(=O)Nc3ccc(C)cn3)c3c4ccccc4n(C)c3c2=O)cc1Cl
-2.5% | COc1cc(C2C(C#N)=C(N)N(N(C)C)C3=C2C(=O)CCC3)ccc1O (stereo not drawn)
-3.8%[76.3 µM] | COc1ccc(CN2CCNC(=O)C2CC(=O)NCC2CCOCC2)c(C)c1C (stereo not drawn)
-11.9%[76.3 µM] | Cc1nc(Cl)sc1C(=O)Nc1ccc(C(F)(F)F)cc1
-0.7% | NCC(O)CN1CCN(Cc2ccccc2)CC1 (stereo not drawn)
-2.2%[76.3 µM] | CC(C)Oc1ccc(C(=O)N2CC(=O)Nc3ccc(F)cc3C2c2ccc(F)cc2)cc1 (stereo not drawn)
-0.1%[76.3 µM] | CC(C)Oc1ccc(C(=O)Nc2ccc3oc(-c4ccncc4)nc3c2)cc1
-2.0%[76.3 µM] | CCOc1ccc(NC(=O)CSc2nnc(-c3cc(C)[nH]n3)n2N)cc1
0.0% | COc1ccccc1N1CCN(C(=O)CCCNC(=O)Cn2cnc3sc(C)c(C)c3c2=O)CC1
-2.2%[76.3 µM] | CN(Cc1c(F)cccc1Cl)C(=O)c1ccc2ccccc2n1
-3.2%[76.3 µM] | CCc1cccc(NC(=O)c2cc3c(=O)oc4ccc(C)cc4c3s2)c1
10.0%[76.3 µM] | Cc1cccc(C(=O)Nc2c(C(=O)NCc3ccc(Cl)cc3)sc3nc(C)cc(C)c23)c1
-7.5% | CCc1ccccc1NC(=O)CSc1nnc(CNC(=O)c2ccco2)n1C
-5.3%[76.3 µM] | COc1ccc(NC(=O)COCc2cc(-c3ccco3)on2)cc1Cl
3.0%[76.3 µM] | CN(C(=O)c1ccco1)c1nc(-c2ccccc2)cs1
-0.9% | NC(=O)c1oc2ccccc2c1NC(=O)c1ccc([N+](=O)[O-])o1
-9.8%[76.3 µM] | CC(=O)c1ccc(NC(=O)COc2ccccc2-c2nc(C(C)C)no2)cc1
-6.4%[76.3 µM] | CS(=O)(=O)N(CC(=O)NCCSCc1ccccc1)c1ccccc1Br
-2.8% | O=S(=O)(/N=C(/Nc1cccc2ccccc12)c1ccccc1)c1ccccc1
-0.8%[76.3 µM] | O=C(OCC(=O)N1CCCC1=O)c1cccc([N+](=O)[O-])c1

Continued; it opens with the 2 that closed the last part.
GAA glycogen mod | canonical_smiles
-2.8% | O=S(=O)(/N=C(/Nc1cccc2ccccc12)c1ccccc1)c1ccccc1
-0.8%[76.3 µM] | O=C(OCC(=O)N1CCCC1=O)c1cccc([N+](=O)[O-])c1
3.1%[76.3 µM] | O=C(Nc1ccccc1O)c1cc(S(=O)(=O)N2CCCC2)ccc1Cl
1.7%[76.3 µM] | COc1ccc(-c2nc(CS(=O)CC(=O)NCCc3ccc(OC)c(OC)c3)c(C)o2)cc1 (stereo not drawn)
-2.1%[76.3 µM] | O=C(N/N=C/c1cccnc1)c1ccc(NC(=O)c2ccc(F)cc2)cc1
1.8% | CCCC(=O)N(Cc1cc(=O)[nH]c2ccccc12)c1ccc(C)cc1
0.2% | COc1cccc(C(=O)CC(=O)C(=O)Nc2cc(OC)ccc2OC)c1
6.4% | COc1ccc(C(C(=O)NCc2ccc(F)cc2)N(Cc2cccnc2)C(=O)c2snc(C(N)=O)c2N)cc1 (stereo not drawn)
-17.9%[76.3 µM] | CCCCCCCCCCOC(=O)Cn1c(COc2cccc(C)c2)[n+](C)c2ccccc21
-7.0% | COc1cccc(N(C(=O)CNC(=O)c2ccco2)C(C(=O)NC2CCCCC2)c2cccnc2)c1 (stereo not drawn)
1.8%[76.3 µM] | O=C(Nc1ccccc1OC(F)F)c1ccc(S(=O)(=O)N2CCOCC2)cc1
3.3% | Cc1nn2c(-c3ccccc3)ccnc2c1Br
2.0%[76.3 µM] | O=S(=O)(Nc1cccc(Cl)c1)c1ccc(-n2cccn2)cc1
0.6%[76.3 µM] | CCOC(=O)c1nnc2c(-c3ccc(OC)cc3)c(C)nn2c1N
-1.9%[76.3 µM] | Cc1ccc(N=Cc2c(O)c3ccccc3oc2=O)c(C)c1
? | COc1ccc(CNc2oc(/C=C/c3cc(OC)c(OC)c(OC)c3)nc2C#N)cc1
? | CCCCOc1ccc(C2=NC(c3ccccc3)=Nc3ccc(OC)cc3N2)cc1
2.4%[76.3 µM] | CCC1CCCCN1S(=O)(=O)c1ccc(-n2cnnn2)c(C)c1 (stereo not drawn)
2.8% | O=C(NC12CC3CC(CC(C3)C1)C2)c1ccc(Br)o1
5.0%[76.3 µM] | C=CCn1c(O)c(N=Nc2ccccc2)c2ccccc21
-6.5%[76.3 µM] | CN1CCN(C(=S)NC(=O)c2cccc([N+](=O)[O-])c2)CC1
-4.0%[76.3 µM] | COCCCNC(=O)c1c(NC(=O)c2cc(=O)c3ccccc3o2)sc2c1CCCC2

Reprinted from the listing, 16 compounds:
GAA glycogen mod | canonical_smiles
3.1%[76.3 µM] | O=C(Nc1ccccc1O)c1cc(S(=O)(=O)N2CCCC2)ccc1Cl
1.7%[76.3 µM] | COc1ccc(-c2nc(CS(=O)CC(=O)NCCc3ccc(OC)c(OC)c3)c(C)o2)cc1 (stereo not drawn)
-2.1%[76.3 µM] | O=C(N/N=C/c1cccnc1)c1ccc(NC(=O)c2ccc(F)cc2)cc1
1.8% | CCCC(=O)N(Cc1cc(=O)[nH]c2ccccc12)c1ccc(C)cc1
0.2% | COc1cccc(C(=O)CC(=O)C(=O)Nc2cc(OC)ccc2OC)c1
6.4% | COc1ccc(C(C(=O)NCc2ccc(F)cc2)N(Cc2cccnc2)C(=O)c2snc(C(N)=O)c2N)cc1 (stereo not drawn)
-17.9%[76.3 µM] | CCCCCCCCCCOC(=O)Cn1c(COc2cccc(C)c2)[n+](C)c2ccccc21
-7.0% | COc1cccc(N(C(=O)CNC(=O)c2ccco2)C(C(=O)NC2CCCCC2)c2cccnc2)c1 (stereo not drawn)
1.8%[76.3 µM] | O=C(Nc1ccccc1OC(F)F)c1ccc(S(=O)(=O)N2CCOCC2)cc1
3.3% | Cc1nn2c(-c3ccccc3)ccnc2c1Br
2.0%[76.3 µM] | O=S(=O)(Nc1cccc(Cl)c1)c1ccc(-n2cccn2)cc1
0.6%[76.3 µM] | CCOC(=O)c1nnc2c(-c3ccc(OC)cc3)c(C)nn2c1N
-1.9%[76.3 µM] | Cc1ccc(N=Cc2c(O)c3ccccc3oc2=O)c(C)c1
? | COc1ccc(CNc2oc(/C=C/c3cc(OC)c(OC)c(OC)c3)nc2C#N)cc1
? | CCCCOc1ccc(C2=NC(c3ccccc3)=Nc3ccc(OC)cc3N2)cc1
2.4%[76.3 µM] | CCC1CCCCN1S(=O)(=O)c1ccc(-n2cnnn2)c(C)c1 (stereo not drawn)

(continued)
GAA glycogen mod | canonical_smiles
-0.2% | CC(=O)Oc1ccc(C(=O)Nc2ccccc2NC(=O)c2ccc(OC(C)=O)cc2)cc1
7.7% | COc1ccc(CNS(=O)(=O)NCc2ccccc2F)cc1
-5.3%[76.3 µM] | COc1ccc(-c2cc(NCc3ccc(C)cc3)n3cnnc3n2)cc1
-10.3% | O=C(NC1CCN(C(=O)Nc2ccc(F)cc2)CC1)c1ccccc1F
7.9%[76.3 µM] | O=C(Cn1c(-c2cccs2)cc2cc(F)ccc21)N1CCN(c2cccc(Cl)c2)CC1
3.9%[76.3 µM] | O=C(NCCc1ccccc1)c1nn(-c2ccccc2F)nc1CO
-2.7%[76.3 µM] | O=S(=O)(/N=C(/Nc1ccccn1)c1ccccc1)c1ccc(F)cc1
-6.1%[76.3 µM] | Cc1ccc(CSc2nc3cccnc3n2Cc2ccc(C(=O)NC3CC3)cc2)cc1
-11.1%[76.3 µM] | CC(=O)Oc1ccc(C(=O)Nc2ccccc2C(=O)Nc2ccc(C(=O)O)cc2)cc1
3.7%[76.3 µM] | COc1cccc(NC(=S)N2CCN(C)CC2)c1
-0.2%[76.3 µM] | CCN1CCN(C(=O)/C=C/c2ccc(C)cc2)CC1
2.3%[76.3 µM] | CC(C)COC(=O)/C(C#N)=C\c1ccc(-c2ccccc2Cl)o1
3.3% | COc1cccc(OC)c1NC(=O)C1CCCN1C(=O)Nc1cccc(Cl)c1 (stereo not drawn)
-9.9%[76.3 µM] | CCc1cc2c(cc3c(=O)n(CC(=O)N4CCC(C)CC4)nc(CC)n32)s1
9.3%[76.3 µM] | Cn1c(NC(=O)c2ccccc2)nc2ccccc21
5.6% | CN(C)CCNC(=O)c1ccc2c(c1)NC(=O)c1ccccc1S2
1.4%[76.3 µM] | CCOC(=O)c1c(NC(C)=O)sc2c1CCN(Cc1ccccc1)C2
14.9%[76.3 µM] | CC[C@H](C)[C@@H](CN[C@H](C)CNC)NCCC(c1ccccc1)c1ccccc1
-8.1%[76.3 µM] | O=S(=O)(Nc1ccon1)c1ccc(Br)s1
-5.8%[76.3 µM] | COc1ccc(CCNC(=O)Cn2c(C)c3cnn(-c4ccccc4)c(=O)c3c2C)cc1OC
-5.6%[76.3 µM] | CCC(C)NC(=O)c1ccc(Cn2c(=O)c3cccn3c3cccnc32)cc1 (stereo not drawn)
-4.3% | CCS(=O)(=O)N1Cc2ccccc2CC1C(=O)Nc1ccc(F)c(F)c1F (stereo not drawn)

Not all compounds are listed (hit frequency here may not be typical).
